TRPML3 ag – activates the human TRPML3 channel | 0.29% of 220,000 active | Q8TDD5 | HEK293 TRPML3-YFP, Fluo-8 calcium fluorescence; 100% = the carbachol control signal | activation, % at 3 µM | AID 1448;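 active means activation above its plate's cutoff, the mean activation of the plate's test wells plus 3 SD, cut at about 12% in these data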;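 further: 0% = DMSO only wells and 100% = carbachol wells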
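Material: HEK293 cells stably carrying human TRPML3-YFP; compound dosing: single dose, 3 µM final nominal compound, 0.3% DMSO final; incubation: 1-h 37 °C dye load, 5-s basal, 120-s post-compound reads; technique: Fluo-8 intracellular calcium fluorescence, excitation 470-495 nm, emission 515-575 nm; read-out basis: percent activation from peak-to-basal fluorescence ratio, scaled between DMSO and carbachol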
TRPN1 ag – zebrafish TRPN1 (NompC) channel agonism; HEK293 zebrafish TRPN1-YFP, Fluo-8 calcium fluorescence; 100% = response to 87 µM carbachol; activation, % at 3 µM; 0.18% of 220,000 active; AID 1424;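 active means activation above its plate's cutoff, the mean activation of test wells on that plate plus 3 SD, cut at about 19% in these data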;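 further: 0% = DMSO alone and 100% = 87 µM carbachol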
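Material: zebrafish TRPN1-YFP in HEK293 cells. Doses: one dose of 3 µM, 0.3% DMSO. Incubation: dye 1 h 37 °C plus 30 min RT. Measured by: intracellular calcium fluorescence with Fluo-8.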
EP2 modulator – modulators of human EP2 prostaglandin E2 receptor; P43116; EP2-expressing cells, cAMP HTRF FRET, PGE2 co-stimulation; induction, % at 25 µM; 0.83% of 260,000 active;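 active means compounds whose cAMP rise, as percent of the full-agonist control response, exceeds 60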;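 further: rat C6 glioma line stably carrying human EP2 under a CMV promoter; the protocol text gives 20 µM as final concentration; 100% = response of wells given 1 µM PGE2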
NPY Y1 blocker – antagonists of human neuropeptide Y receptor Y1; P25929; HEK293-CNG Y1 cells, membrane potential fluorescence; NPY at EC95, then isoproterenol; inhibition, % at 3.6 µM; 1% of 200,000 active;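 active means inhibition above the campaign mean inhibition of all tested compounds plus 3 SD, cut at about 20% in these data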;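 further: 0% = DMSO wells given NPY plus isoproterenol and 100% = isoproterenol alone without NPY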
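Material: HEK293 Y1/CNG channel cell line | Also added: NPY (25 nM), isoproterenol (1 µM), Ro 20-1724 (25 µM) | Compound: One concentration, 3.6 µM, in 0.4% DMSO | Schedule: 3 h dye uptake, 1 h room-temperature compound, 45 min post-isoproterenol | Signal: Membrane-potential fluorescent dye readout | Read-out: % inhibition of NPY effect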
NPY1 pot ag – potentiators or agonists of human neuropeptide Y receptor Y1 | P25929 | NPY-Y1 expressing cells, potentiator/agonist activation | activation, % at 3.6 µM | 0.37% of 220,000 active | AID 1304; in the data active means activation above about 33%, passing the limit was not always enough;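 further: cells stimulated with NPY at EC10 then isoproterenol at EC100; 0% = low agonist plus stimulus and 100% = saturating agonist plus stimulus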
NPY2 pot ag – potentiators or agonists of human neuropeptide Y receptor Y2. activation, % at 3.6 µM. AID 1359. 0.45% of 220,000 active. P49146. cells expressing NPY-Y2, potentiator/agonist read-out; in the data active means activation above about 27%;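 further: cells stimulated with NPY near EC25 plus isoproterenol at EC100; 0% = vehicle plus submaximal agonist and 100% = vehicle plus saturating agonist; some results beyond the cut were filed as inactive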
Target sequence (P49146 whole entry, looked up): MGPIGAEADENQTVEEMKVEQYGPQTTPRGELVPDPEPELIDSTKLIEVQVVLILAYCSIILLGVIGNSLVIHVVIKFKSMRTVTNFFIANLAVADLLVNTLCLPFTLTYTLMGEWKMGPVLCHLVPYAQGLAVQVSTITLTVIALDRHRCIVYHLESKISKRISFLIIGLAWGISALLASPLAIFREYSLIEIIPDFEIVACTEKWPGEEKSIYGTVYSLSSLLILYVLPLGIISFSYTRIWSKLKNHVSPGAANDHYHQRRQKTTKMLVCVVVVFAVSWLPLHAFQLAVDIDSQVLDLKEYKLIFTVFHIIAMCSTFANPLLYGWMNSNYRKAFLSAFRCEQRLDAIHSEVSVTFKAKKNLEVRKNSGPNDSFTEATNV
S1P4 agonist – activates the human S1P4 receptor; S1P4-expressing cell line, agonist reporter assay; activation, % at 4.98 µM; AID 1509; 0.35% of 220,000 active; O95977; in the data active means activation above about 11%;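 further: 0% = DMSO vehicle and 100% = reference agonist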
Target sequence (O95977 whole entry, looked up): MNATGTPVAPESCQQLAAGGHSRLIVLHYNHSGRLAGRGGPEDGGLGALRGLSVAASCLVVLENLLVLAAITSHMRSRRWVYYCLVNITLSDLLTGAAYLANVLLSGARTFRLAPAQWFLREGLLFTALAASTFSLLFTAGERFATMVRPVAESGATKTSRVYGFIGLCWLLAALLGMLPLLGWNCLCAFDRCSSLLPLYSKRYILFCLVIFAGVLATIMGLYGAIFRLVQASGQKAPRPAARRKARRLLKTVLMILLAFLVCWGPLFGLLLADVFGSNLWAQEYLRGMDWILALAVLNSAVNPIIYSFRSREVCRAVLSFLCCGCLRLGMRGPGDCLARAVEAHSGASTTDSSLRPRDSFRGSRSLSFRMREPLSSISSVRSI
S1P4 antagonist – human S1P4 receptor antagonism; O95977; 0.26% of 220,000 active; S1P4-expressing cells, antagonist mode, reporter read-out; inhibition, % at 4.98 µM; in the data active means inhibition above about 29%;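 further: 0% = wells stimulated with agonist and 100% = vehicle wells without agonist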
CHOP inhibitor – CHOP inhibition in unfolded protein response | 3.8% of 220,000 active | inhibition, % at 10 µM | CHO-K1 CHOP-promoter luciferase, tunicamycin-induced, 15-18 h;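 active means compounds that reduced the stress-induced luciferase reporter signal by more than about 70% of percent inhibition, limit read from the data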;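 further: 0% = tunicamycin plus vehicle and 100% = wells without tunicamycin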
The depositor's hits bear a star; nt = not tested or not shown; & = joins results of further samples.

SMILES | TRPML3 ag | TRPN1 ag | EP2 modulator | NPY Y1 blocker | NPY1 pot ag | NPY2 pot ag | S1P4 agonist | S1P4 antagonist | CHOP inhibitor
O=C(Nc1nc2nc(-c3ccccc3)cc(-c3ccccc3)n2n1)c1ccco1 | 0.4 | -0.1 | 13 | 3 | -14 | -13 | -1.0 | 4 | 43
CCOP(=O)(OCC)C(C)(C)NC(=O)Nc1ccc(Cl)c(Cl)c1 | 2.4 | 6.0 | -1 | nt | 27 | 3 | 0.4 | 5 | 21
O=C(COc1ccc([N+](=O)[O-])cc1)N/N=C/c1ccccn1 | 0.5 | -0.3 | 2 | 1 | -3 | -4 | -1.6 | -3 | -9
COc1ccc(-n2c(Cc3cccn3C)nnc2SCC(N)=O)cc1 | 0.5 | 1.2 | 4 | 0 | 17 | 8 | -0.5 | -10 | 24
Cc1cc(C)c2c(n1)nn1c(C3CC3)cc(C(F)(F)F)nc21 | 1.0 | 1.0 | nt | 1 | -26 | 0 | -0.4 | 1 | nt
O=C(Cc1cccs1)Nc1nncs1 | 0.9 | 0.0 | 4 | -3 | -4 | 6 | 0.3 | -3 | 6
CC(=O)c1c(C)[nH]c(C(=O)OCC(=O)N2CCN(S(=O)(=O)c3ccc(C)cc3C)CC2)c1C | 2.5 | 3.7 | -45 | -8 | -1 | 15 | 0.1 | 1 | 12
O=C(CSc1ccc(-c2ccco2)nn1)NCc1ccccc1Cl | 0.4 | -1.1 | 11 | 8 | -9 | -1 | -0.2 | 0 | 10
Cc1nn(C)cc1CN(C)C(=O)c1sc2cccc(Cl)c2c1Cl | 0.1 | 2.7 | -8 | 1 | -5 | -12 | -0.7 | -8 | -3
CCOC(=O)C1(CC2CCCCO2)CCN(S(=O)(=O)c2ccccc2)CC1 (stereo not given) | 1.5 | 0.1 | 5 | 3 | -4 | 3 | 3.0 | 9 | 15
O=C(CN1CCN(S(=O)(=O)c2ccc(F)cc2)CC1)Nc1cccc(C(F)(F)F)c1 | 0.1 | 0.1 | -3 | -4 | -3 | 1 | -0.6 | -8 | 5
CCCCOc1ccc(CN(C)c2ncnc(N)n2)cc1 | -0.7 | -0.1 | -2 | -2 | 9 | -15 | -1.3 | -5 | -14
Cc1nc(NCC2CCCO2)nc2c1C(=O)CC(C)C2 (stereo not given) | 1.0 | -0.4 | 1 | 0 | -8 | -5 | -0.1 | -13 | 13
O=C(CCC1CCCC1)N1CCC(N2CCCCCC2)CC1 | 0.5 | 1.3 | 3 | 5 | -3 | 2 | 1.1 | -3 | -24
CC(=O)c1c(N2CCN(C)CC2)nc(=S)n(Cc2ccccc2)c1C | 0.3 | -0.2 | -7 | -2 | 12 | 8 | 1.3 | 0 | 25
CC1NC(=O)N(C)[C@@H]2NC(=O)N(C)C(c3ccc([N+](=O)[O-])cc3)[C@@H]12 (stereo not given in full) | 0.6 | 1.0 | 19 | -7 | 7 | -4 | -0.8 | 7 | 18
COC(=O)c1c(C)oc(C)c1S(=O)(=O)Nc1ccc(C(C)C)cc1 | -0.5 | -2.5 | -92 | nt | -25 | -5 | -0.6 | 20 | 9
O=C1COc2ccc(OCc3ccc(F)cc3)cc21 | -0.2 | -1.5 | 14 | -1 | -4 | -17 | -3.9 | 3 | 3
CC(/C=N/NC(=O)c1cc(-c2ccccc2)nc2ccccc12)=C\c1ccco1 | 0.1 | -0.7 | -32 | -1 | -34 | -12 | 1.3 | -12 | 25
O=C(O)c1ccc(N=NN2CCCCCC2)cc1 | 0.7 | 0.6 | 2 | 5 | 4 | 6 | -1.1 | -8 | -10
Cc1noc(COc2ccc(OCc3nc(C)no3)cc2)n1 | 0.5 | -0.1 | 14 | 4 | 1 | 5 | 4.0 | -14 | 18
COc1ccc(C(C[N+](=O)[O-])c2c(-c3ccccc3)cc3ccccn23)cc1OC (stereo not given) | 0.4 | -0.1 | 38 | 4 | -3 | 2 | 0.9 | -2 | 81*
O=C(COC(=O)/C=C/c1ccccc1[N+](=O)[O-])Nc1ccc(OCc2ccccc2)cc1 | 1.0 | 1.4 | 28 | -5 | 25 | 0 | -0.5 | -12 | 24
CNc1nc(-c2ccc3c(c2)CCN3C(=O)c2ccccc2F)c(C)s1 | 0.3 | -0.4 | -8 | -2 | 9 | 0 | -0.1 | 19 | 5
CCOC(=O)C1=C(C)N(c2ccccc2)C(=O)/C1=C\c1cccs1 | 0.1 | 0.5 | 25 | 3 | -5 | -13 | 1.0 | -8 | 30
O=C(CSc1nnc(-c2ccc(Br)o2)n1Cc1ccccc1)c1ccccc1F | -0.9 | -1.5 | 50 | 7 | -25 | -5 | -1.4 | 0 | 23
C=CCn1c(SCc2ccc(C(=O)NCCO)cc2)nc2sc(C)c(C)c2c1=O | -0.4 | -0.7 | 18 | 1 | -22 | -16 | 1.4 | -3 | 8
O=C(CSc1nnc(-c2ccccc2Br)o1)Nc1nncs1 | 1.1 | -1.3 | 12 | 2 | 10 | 1 | 0.5 | -1 | 27
CC(=C/C(=O)O)/C=C/c1cccs1 | 0.9 | -0.7 | -11 | 5 | -27 | -15 | -1.2 | 8 | 1
CCOCCOCCC(C(=O)OCC)P(=O)(c1ccccc1)c1ccccc1 (stereo not given) | 0.8 | 0.0 | -2 | -2 | -19 | -12 | -2.3 | 5 | 12
COc1ccc(CNC(=O)CSc2nnnn2C)cc1OC | 0.8 | -0.6 | 13 | -1 | -6 | 16 | 0.0 | -9 | 17
Cc1ccc(NC(=O)C2CCCN(S(=O)(=O)c3c(C)noc3C)C2)cc1 (stereo not given) | 1.4 | 0.7 | -12 | 0 | 9 | 7 | -1.0 | -9 | 9
OC(CSc1c(Cl)cccc1Cl)CN1CCN(c2ccc(F)cc2)CC1 (stereo not given) | 2.0 | -0.3 | -35 | 7 | -28 | -27 | -2.5 | -25 | 88*
O=C(NC(=S)Nc1ccc(N2CCOCC2)c(Cl)c1)C(c1ccccc1)c1ccccc1 | 0.4 | -0.3 | 30 | 15 | -22 | -22 | 1.5 | -15 | 24
COc1ccccc1CN1C(=O)c2cccc3cccc(c23)C1=O | 0.4 | 1.5 | 31 | -4 | 8 | 19 | -0.3 | -2 | 27
COc1cc2nc(N(C)CCCNC(=O)C3CCCO3)nc(N)c2cc1OC (stereo not given) | 0.0 | -1.0 | -10 | 4 | -4 | -13 | 1.9 | -5 | -9

The final 4 compounds of the section above open the next one:
SMILES | TRPML3 ag | TRPN1 ag | EP2 modulator | NPY Y1 blocker | NPY1 pot ag | NPY2 pot ag | S1P4 agonist | S1P4 antagonist | CHOP inhibitor
OC(CSc1c(Cl)cccc1Cl)CN1CCN(c2ccc(F)cc2)CC1 (stereo not given) | 2.0 | -0.3 | -35 | 7 | -28 | -27 | -2.5 | -25 | 88*
O=C(NC(=S)Nc1ccc(N2CCOCC2)c(Cl)c1)C(c1ccccc1)c1ccccc1 | 0.4 | -0.3 | 30 | 15 | -22 | -22 | 1.5 | -15 | 24
COc1ccccc1CN1C(=O)c2cccc3cccc(c23)C1=O | 0.4 | 1.5 | 31 | -4 | 8 | 19 | -0.3 | -2 | 27
COc1cc2nc(N(C)CCCNC(=O)C3CCCO3)nc(N)c2cc1OC (stereo not given) | 0.0 | -1.0 | -10 | 4 | -4 | -13 | 1.9 | -5 | -9
Cc1c(C(=O)N2CCCCC2)oc2ccc(S(=O)(=O)N3CC(C)CC(C)C3)cc12 (stereo not given) | -0.6 | 1.1 | 7 | 11 | -19 | -1 | 1.5 | -6 | nt
CCN(CC)CCCNC1=C(Cl)C(=O)c2ccccc2C1=O | -0.3 | -0.5 | -35 | -3 | 6 | -9 | 2.1 | 18 | -29
CC(=O)N1C(=O)C2(Nc3ccccc3N2)c2ccccc21 | 1.0 | 1.6 | 25 | -2 | 14 | -7 | 1.5 | -11 | 3
c1ccc(-c2ccccc2OCCN2CCOCC2)cc1 | -1.0 | -0.7 | 18 | 2 | -2 | -5 | 2.2 | -4 | -35
CN(C)C(=O)Cn1nc(-c2ccccc2)c2ccccc2c1=O | -0.8 | 0.7 | 22 | -2 | -30 | 4 | 0.5 | -2 | 16
Cc1ccc(C)n1-c1ccc(-c2nnco2)cc1 | 0.1 | 0.9 | 4 | 6 | -2 | 2 | -4.9 | 3 | -9
CN1CC=C2C(C#N)=C(N)C(C#N)(C#N)C(c3ccsc3)C2C1 (stereo not given) | 1.8 | 2.6 | 20 | -2 | 10 | -12 | 0.5 | -11 | -9
COc1cc(OC)c(OC)cc1/C=N/NC(=O)c1cnccn1 | 0.6 | 1.2 | -21 | -4 | -1 | -3 | 1.5 | -3 | -2
O=C(COc1cccc2ccccc12)NNC(=O)C1CCCO1 (stereo not given) | 0.9 | -1.1 | 19 | 10 | 0 | -22 | 1.8 | -9 | -14
CCc1ccc(OCC(=O)N/N=C2\CC(=O)c3ccccc32)cc1 | 0.7 | 0.2 | 1 | 6 | -6 | -16 | -3.4 | 0 | 16
CCOc1ccc(CCNC(=O)c2cc3c(C)nccc3[nH]c2=O)cc1OCC | 2.2 | 1.9 | -20 | -4 | 7 | 2 | -1.9 | -12 | 9
COc1ccc(CCn2c(O)c(C=Nc3cccc(F)c3)c(=O)[nH]c2=O)cc1OC | 0.2 | 2.3 | 18 | nt | -6 | -20 | -1.8 | 5 | 80*
CCOC(=O)c1nnn(-c2nonc2N)c1COc1ccccc1 | -1.7 | 0.5 | 23 | 12 | -5 | -4 | -0.7 | 1 | 17
Cc1ccccc1OCCCC(=O)Nc1nncs1 | 0.3 | -0.7 | 4&2 | 6 | -6 | 11 | 0.3 | -10 | 34
COc1ccc(C(CC(=O)Nc2ccccc2OC)n2cccc2)cc1 (stereo not given) | 0.4 | -0.2 | -23 | 0 | -2 | -16 | 0.0 | -13 | 10
O=C(/C=C/c1ccccc1)NC(=S)Nc1ccc(N2CCOCC2)cc1 | -0.4 | -0.5 | -9 | 5 | 28 | -5 | 2.2 | -1 | 28
CCCOc1ccc(/C=N/NC(=O)C2CCCN2S(=O)(=O)c2ccc(Cl)cc2)cc1 (stereo not given) | 0.2 | -1.1 | 2 | 8 | -5 | -31 | 0.1 | 21 | -24
COc1ccc(C2C(C(=O)c3cccs3)=C(O)C(=O)N2c2nncs2)cc1 (stereo not given) | 1.1 | 1.0 | 21 | -1 | -9 | -12 | 0.8 | 14 | 15
O=C(NCCN1CCCC1)C1(S(=O)(=O)c2ccc(Cl)cc2)CC1 | 0.7 | 0.5 | 25 | -3 | 10 | -24 | -1.3 | -2 | -11
COc1cc(C(=O)Nc2ccc(Br)cc2C(=O)c2cc(OC)c(OC)c(OC)c2)cc(OC)c1OC | 0.4 | 1.2 | 22 | 4 | -23 | 4 | -1.0 | 1 | 32
O=C(O)c1ccc2c(=O)[nH]c(CN3CCOCC3)nc2c1 | 0.7 | -0.3 | 11 | 0 | 1 | -5 | 0.5 | -8 | -2

Compound activity deposited in PubChem by several laboratories.

This is a random part of the collection; overall some 6.5% were active at least once.
